Jurkat NFkB inh: lowers PMA/ionomycin-induced NF-kB signal in Jurkat cells; PMA/ionomycin-induced NF-kB luciferase reporter, luminescence; inhibition, % at 4 µM; 0.53% of 330,000 active; AID 435003; in the data active means inhibition above about 50%
EBI2 antag: EBI2 (human) antagonism. EBI2 beta-arrestin recruitment, luminescence, 7a,25-OHC stimulated. inhibition, % at 5 µM. 0.81% of 360,000 active; in the data active means inhibition above about 38%;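 further: enzyme fragment complementation signal reports receptor beta-arrestin coupling in cells; 0% = agonist plus DMSO wells and 100% = wells without agonist; some results beyond the cut were filed as inactive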
Target sequence (P32249 whole entry, looked up, the tested form may be a part): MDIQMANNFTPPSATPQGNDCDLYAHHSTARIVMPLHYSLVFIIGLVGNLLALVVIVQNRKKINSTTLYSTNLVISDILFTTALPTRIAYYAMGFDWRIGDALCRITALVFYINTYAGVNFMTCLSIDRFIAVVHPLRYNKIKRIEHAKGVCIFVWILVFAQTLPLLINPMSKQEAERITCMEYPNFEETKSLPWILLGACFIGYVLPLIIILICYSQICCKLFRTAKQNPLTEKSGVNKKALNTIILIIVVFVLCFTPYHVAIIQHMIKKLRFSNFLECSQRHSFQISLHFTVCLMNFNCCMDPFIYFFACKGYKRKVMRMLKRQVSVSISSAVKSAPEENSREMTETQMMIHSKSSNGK
697 NFkB inh: lowers PMA/ionomycin-induced NF-kB signal in 697 B cells. 697 B-cell NF-kB luciferase reporter, 16 h. inhibition, % at 4 µM. 0.33% of 330,000 active; in the data active means inhibition above about 35%
APJ antag: antagonists of human APJ apelin receptor | CHO-K1 APJ beta-arrestin complementation, luminescence | inhibition, % at 20 µM | 0.32% of 330,000 active;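 active means inhibition above about 40% at 20 µM, limit read from the data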;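 further: cells challenged with 10 nM apelin-13 agonist together with compound; plate controls were apelin-13 plus DMSO wells for no effect and DMSO wells lacking apelin-13 for full effect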
UBC13 polyUb: blocks human UBC13 polyubiquitin chain formation; inhibition, % at 20 µM; AID 485273; P61088; TR-FRET; 0.47% of 330,000 active; in the data active means inhibition above about 45%, passing the limit was not always enough
CCR6 antagonist: blocks CCL20-driven beta-arrestin recruitment at human CCR6. 0.49% of 340,000 active. AID 493098. inhibition, % at 20 µM. CHO-K1 CCR6 PathHunter beta-arrestin, luminescence, CCL20-stimulated;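 active means compounds whose inhibition of the agonist-driven luminescence signal at 20 µM reaches about 50%, limit read from the data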;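 further: cells stimulated with CCL20 at 14 nM final; plate controls were DMSO with CCL20 for no effect and DMSO without agonist for full effect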
Target sequence (P51684 whole entry, looked up): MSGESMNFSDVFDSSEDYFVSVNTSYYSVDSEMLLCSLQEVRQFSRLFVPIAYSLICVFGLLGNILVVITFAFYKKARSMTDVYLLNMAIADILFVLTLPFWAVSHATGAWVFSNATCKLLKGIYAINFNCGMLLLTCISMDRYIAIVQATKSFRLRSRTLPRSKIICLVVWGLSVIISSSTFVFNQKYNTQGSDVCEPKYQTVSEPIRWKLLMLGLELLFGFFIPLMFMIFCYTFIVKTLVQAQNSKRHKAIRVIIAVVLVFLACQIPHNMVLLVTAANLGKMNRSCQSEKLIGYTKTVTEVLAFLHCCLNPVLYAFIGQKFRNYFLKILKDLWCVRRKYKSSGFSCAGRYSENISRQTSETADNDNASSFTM
CXCR6 inh: blocks human CXCR6 beta-arrestin recruitment. CHO-K1 PathHunter CXCR6 beta-arrestin, luminescence. O00574. inhibition, % at 20 µM. 0.36% of 360,000 active; in the data active means inhibition above about 34%, passing the limit was not always enough;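 further: antagonist mode with CXCL16 agonist at 10 nM final; 0% = 10 nM CXCL16 with DMSO and 100% = unstimulated wells without agonist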
Target sequence (O00574 whole entry, looked up): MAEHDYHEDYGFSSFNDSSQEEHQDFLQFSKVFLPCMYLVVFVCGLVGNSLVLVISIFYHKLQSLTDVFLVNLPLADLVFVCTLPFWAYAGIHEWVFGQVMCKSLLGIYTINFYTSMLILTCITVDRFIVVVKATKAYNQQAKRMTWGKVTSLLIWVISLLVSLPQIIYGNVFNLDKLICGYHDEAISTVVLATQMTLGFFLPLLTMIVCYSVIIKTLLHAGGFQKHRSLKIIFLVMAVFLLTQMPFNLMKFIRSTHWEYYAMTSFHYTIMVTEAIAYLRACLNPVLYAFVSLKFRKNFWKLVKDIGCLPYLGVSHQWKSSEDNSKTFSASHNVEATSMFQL
Gli-Sufu antag: blocks Gli-Sufu signaling in a luciferase reporter; Sufu-KO-LIGHT fibroblasts, Gli luciferase reporter luminescence; inhibition, % at 5 µM; 0.74% of 340,000 active; AID 588413;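 active means inhibition above about 55%, limit read from the data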;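 further: 0% = DMSO-treated cells and 100% = wells with medium but no cells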
The depositor's hits bear a star; nt = no result given. Rows are unselected; any-hit rate near 3%.

| Molecule | Jurkat NFkB inh | EBI2 antag | 697 NFkB inh | APJ antag | UBC13 polyUb | CCR6 antagonist | CXCR6 inh | Gli-Sufu antag |
| --- | --- | --- | --- | --- | --- | --- | --- | --- |
| Cc1nn(-c2ccccc2)c2[nH]c(=O)c(CNc3ccc(N4CCOCC4)cc3)cc12 | 4 | 0 | 2 | -25 | -8 | 10 | 5 | -28 |
| Cc1ccc(CN(c2ccc(C(=O)N3CCc4ccccc4C3)cc2)S(C)(=O)=O)cc1 | 8 | 4 | -5 | -9 | 8 | 20 | -9 | 4 |
| CN1c2ccc([N+](=O)[O-])cc2N(C)C1(C)c1ccccc1 (centres undefined) | 6 | 17 | -22 | 28 | -188 | 54* | 43* | 18 |
| Cn1cc(C(=O)c2ccccc2)cc1-c1nc2ccccc2n1C | -7 | 9 | -41 | -1 | 10 | 5 | -18 | -7 |
| C=CCn1c(SCC#N)nc2sc(CC)cc2c1=O | 3 | -3 | 17 | -1 | 3 | 1 | -5 | -3 |
| O=C(Cc1ccc2c(c1)OCCO2)Nc1cccc(S(=O)(=O)N2CCOCC2)c1 | -7 | -14 | 2 | 3 | -17 | 4 | -3 | -9 |
| O=C(NNC(=O)C(O)c1ccccc1)NC1CCCCC1 (centres undefined) | 10 | -25 | -19 | 10 | -2 | -2 | -8 | 7 |
| CCNC(=O)NC(=O)C(C)OC(=O)CCCSc1nc2ccccc2s1 (centres undefined) | 11 | -8 | 34 | -1 | 4 | 2 | -1 | -4 |
| N#Cc1sc2nc3c(cc2c1N)CCCC3 | -11 | -6 | 19 | -31 | 3 | -7 | -7 | -4 |
| CCOC(=O)c1cn(CC)c2cc(N3CCN(C)CC3)c(F)cc2c1=O | -4 | -3 | 2 | -11 | 6 | -12 | -1 | 3 |
| COc1ccc(C(=O)Nc2ccncc2)c(OC)c1 | -5 | -2 | -8 | -9 | -13 | 11 | 2 | -4 |
| Cn1nc(-c2ccccc2)cc1NC(=O)c1ccc(Cl)cc1 | 4 | 20 | 24 | 11 | 10 | 0 | 2 | -5 |
| Cc1cc(C)n(-c2ccc(Oc3ccccc3)c(S(=O)(=O)O)c2)n1 | -1 | 3 | 10 | -13 | -4 | -2 | -4 | -6 |
| Cc1ccccc1-n1c(C)nc2ccccc21 | 1 | -9 | -30 | 2 | 2 | 7 | -2 | 6 |
| CCCCN(C(=O)CNC(=O)c1ccco1)C(C(=O)NC1CCCCC1)c1ccc(OC)cc1OC (centres undefined) | 1 | 12 | 2 | 10 | 5 | 0 | 1 | 1 |
| COc1ccc(-c2oc(NC(C)=O)c(C#N)c2-c2ccc(OC)cc2)cc1 | -5 | 14 | 13 | 24 | -13 | 29 | 10 | -6 |
| O=c1c2ccccc2oc2ccc(-c3ccc4cc[nH]c4c3)cc12 | -3 | 17 | -498 | 0 | 10 | 14 | 2 | -152 |
| CNC(=O)c1[nH]cnc1C(=O)Nc1ccc(Cl)cc1 | 12 | -11 | 0 | -28 | 6 | -8 | -2 | -16 |
| COc1cccc(OC)c1C(=O)Nc1cccnc1 | 9 | -6 | 9 | 19 | 7 | -3 | -6 | 3 |
| O=C(NN=Cc1cccc([N+](=O)[O-])c1)c1cccc2ccccc12 | nt | -4 | nt | nt | nt | 12 | -1 | -5 |
| Cn1cncc1C#Cc1ccc2cc(CCO)oc(=O)c2c1 | 0 | -7 | 10 | 5 | 11 | -4 | -17 | -17 |
| COc1ccc(NC(=O)CCc2nnc3ccc(NCc4ccco4)nn23)cc1OC | 5 | 0 | -13 | 4 | -14 | 6 | -6 | -5 |
| CCOc1cc(C(=O)OC(C(=O)NC(=O)NC)c2ccccc2)ccc1OCC(=O)N1CCOCC1 (centres undefined) | -2 | -3 | -20 | 15 | -8 | -1 | -5 | -4 |
| CCc1sc(C(=O)Nc2ccc(F)cc2C)cc1C | -7 | -3 | -21 | 7 | 10 | -6 | 5 | -28 |

Three compounds already listed, arranged by the value under 697 NFkB inh, lowest first.
molecule | Jurkat NFkB inh | EBI2 antag | 697 NFkB inh | APJ antag | UBC13 polyUb | CCR6 antagonist | CXCR6 inh
CCc1sc(C(=O)Nc2ccc(F)cc2C)cc1C | -7 | -3 | -21 | 7 | 10 | -6 | 5
COc1cccc(OC)c1C(=O)Nc1cccnc1 | 9 | -6 | 9 | 19 | 7 | -3 | -6
COc1ccc(-c2oc(NC(C)=O)c(C#N)c2-c2ccc(OC)cc2)cc1 | -5 | 14 | 13 | 24 | -13 | 29 | 10

Following part
| Molecule | Jurkat NFkB inh | EBI2 antag | 697 NFkB inh | APJ antag | UBC13 polyUb | CCR6 antagonist | CXCR6 inh | Gli-Sufu antag |
| --- | --- | --- | --- | --- | --- | --- | --- | --- |
| O=C(Nc1cccc(Cl)c1)/C(=C\c1cccnc1)NC(=O)c1ccco1 | 7 | -2 | 6 | 14 | 4 | 28 | -2 | 8 |
| CC(C)[C@H](NC(=O)c1ccc(C(C)(C)C)cc1)C(=O)N1CCN(Cc2ccc3c(c2)OCO3)CC1 | -1 | 5 | -43 | 12 | -12 | 20 | 6 | 8 |
| N#CCn1c2ccccc2c2nc3ccccc3nc21 | -9 | 7 | -10 | 7 | 12 | 2 | 6 | -25 |
| CC1CCC(NC(=O)COC(=O)c2cccnc2Cl)CC1 (centres undefined) | 1 | -10 | 16 | -9 | 6 | -2 | 1 | -7 |
| CCNC(=O)NS(=O)(=O)c1cnccc1Nc1cccc(Cl)c1 | 8 | 0 | -5 | 10 | 1 | 2 | -16 | -4 |
| CC1(C)CC(=O)C2=C(C1)Nc1ccccc1NC2c1ccc2c(c1)OCO2 (centres undefined) | -11 | 6 | 5 | 2 | 1 | 14 | -14 | 13 |
| CN(Cc1c(F)cccc1Cl)C(=O)c1cccc(S(=O)(=O)N2CCN(Cc3ccccc3)CC2)c1 | nt | 0 | nt | nt | nt | 20 | -5 | 8 |
| FC(F)(F)c1cc(-c2ccc(Cl)cc2)nc2ncnn12 | -11 | 6 | -20 | -3 | -5 | 0 | 4 | -6 |
| Cc1cc(C)c(NC(=O)CSc2nnc(CNC(=O)c3ccccc3F)o2)c(C)c1 | 6 | 4 | 2 | 15 | 4 | 4 | 4 | -24 |
| CCOC(=O)c1c(C(F)(F)F)cc(-c2ccc(F)cc2)nc1C | 11 | -1 | 4 | 13 | 11 | 22 | -17 | 5 |
| CN(CCc1cn[nH]c1)C(=O)C1CCC(=O)N(CC2CCCCC2)C1 (centres undefined) | 1 | -4 | 3 | 15 | 3 | 13 | 0 | -5 |
| CCCOc1cc2c(C#N)c(N3CCCC3)nc(N)c2c(N)n1 | 3 | -2 | 6 | 6 | -143 | 15 | -10 | -1 |
| COc1ccc(-c2cc(C(=O)Nc3ccccc3SC)no2)cc1 | -36 | 0 | -9 | 5 | -8 | 5 | -5 | -9 |
| Fc1ccc(/C=N/c2c(-c3ccc(F)cc3)nc3n2CCS3)cc1 | -5 | 14 | -6 | 2 | -6 | 10 | 11 | -4 |
| Cc1ccc(CNS(=O)(=O)c2ccc(C(F)(F)F)cc2)n1C | 0 | -3 | 19 | -3 | 3 | -2 | -7 | 31 |
| C[C@@H]1C=CC(=O)O[C@@H]1c1ccc(Cl)cc1 | 96* | nt | -33 | 18 | 2 | 5 | nt | 6 |
| CCCCn1c(=O)[nH]c(=O)c2c1nc(-c1ccc(OCC)cc1)n2CC | 15 | 9 | -3 | 2 | 4 | 11 | -4 | 12 |
| CCOC(=O)C1CCN(c2c(N3CCN(c4ccccc4OC)CC3)c(=O)c2=O)CC1 | nt | -8 | nt | nt | nt | 12 | 4 | -4 |
| CC1CCc2c(sc(NC(=O)c3cccn3C)c2C(N)=O)C1 (centres undefined) | -33 | -17 | -86 | 7 | -12 | -8 | -10 | -74 |
| COc1ccc(N2CCN(C(=O)c3ccccc3Br)CC2)c([N+](=O)[O-])c1 | -1 | 10 | 3 | -10 | -1 | 8 | 5 | -3 |
| COc1cc(C2c3cc4c(cc3CC3COC(=O)N32)OCO4)cc(OC)c1OC (centres undefined) | nt | -13 | nt | nt | nt | -1 | 8 | 39 |
| O=C(O)c1ccc(/C=C(\c2nc3ccccc3[nH]2)c2nc3ccccc3s2)cc1 | -3 | 4 | 7 | 4 | -9 | 12 | 11 | 4 |
| COc1ccccc1-c1c(C)nn2c(N3CCC(C)CC3)cc(C)nc12 | -1 | 3 | -19 | 8 | 21 | 9 | 2 | 7 |
| N#Cc1nc(Cc2ccccc2)oc1NCCc1ccccc1 | -27 | 36 | -20 | -9 | 7 | 9 | 2 | 8 |
| NC(=O)c1nnn(-c2ccccc2)c1N | -2 | -17 | 16 | -16 | 0 | -2 | 3 | 5 |
| OCCOc1nnnn1-c1ccccc1 | -10 | -7 | 6 | -5 | 17 | 10 | 3 | -8 |
| CC(C(=O)NC1C=CS(=O)(=O)C1)N1C(=O)/C(=C/c2cccc(Cl)c2)SC1=S (centres undefined) | 10 | 0 | 1 | -13 | -9 | 8 | -17 | 13 |
| NS(=O)(=O)c1ccc(CNC(=O)Cc2ccccc2[N+](=O)[O-])cc1 | -2 | 4 | -1 | 13 | -2 | -4 | -1 | 0 |
| CCOc1ccc(-c2csc(NC(=O)c3ccco3)n2)cc1 | -24 | 2 | -22 | 10 | 9 | 6 | 5 | -22 |
| CC(Oc1ccc(Br)cc1)C(=O)NCC(c1cccs1)N1CCOCC1 (centres undefined) | 8 | -1 | 13 | -54 | 5 | 14 | 6 | -5 |
| CCOc1ccc(NS(=O)(=O)c2ccc3[nH]cc(C(=O)N(CC)CC)c(=O)c3c2)cc1 | 7 | -6 | -1 | -2 | -2 | 3 | 1 | 18 |
| O=C1OC(N2CCN(c3ccccn3)CC2)c2ccccc21 (centres undefined) | 6 | -1 | -24 | 0 | -4 | 2 | 0 | 2 |
| COc1ccc(NC(=O)c2nc3nc(C)cc(C(F)F)n3n2)cc1OC | -8 | 0 | 19 | 0 | -1 | 1 | -6 | 7 |
| Cc1ccc(S(=O)(=O)N2CCC(=O)N(CCOC(=O)NCc3ccccc3)CC2)cc1 | 6 | nt | -21 | -11 | -4 | -2 | nt | -6 |
| CCn1c(-c2ccc(F)cc2)cnc1SCC(=O)N1CCc2ccccc21 | -18 | nt | -47 | 9 | 6 | nt | nt | nt |
| O=C1C2C3C=CC(C3)C2C(=O)N1Nc1ccc([N+](=O)[O-])cc1[N+](=O)[O-] (centres undefined) | 10 | 9 | 1 | 24 | -3 | 22 | 16 | 0 |
| CCN1CCN(C(C)C(=O)NC2CCCCC2)CC1 (centres undefined) | -4 | -3 | -14 | -5 | -3 | -6 | -5 | 12 |
| CNC(=S)NNC(=O)c1cccc(N(C)C)c1 | 3 | 6 | -4 | -6 | 3 | 13 | 0 | 1 |
| CC(C)C1N(C(N)=S)N=CC1(C)C (centres undefined) | -25 | -2 | -13 | -5 | -1 | 2 | 6 | 4 |
| CCOc1ccc(Cc2nnc(N)s2)cc1OCC | 8 | 5 | -9 | 1 | 3 | 15 | 6 | -1 |
| O=C(Nc1ccccc1C(=O)NCCCN1CCOCC1)c1ccc(F)cc1F | -3 | -11 | -3 | 14 | -2 | -3 | 3 | 6 |
| Cc1cccc(OCc2n[nH]c(=S)n2Cc2ccccc2)c1 | 1 | -10 | -22 | 11 | -9 | 3 | 6 | 7 |
| COc1ccc(S(=O)(=O)N2CCNCC2)cc1 | -62 | -8 | -120 | 2 | 0 | 5 | 4 | 14 |
| Cc1nn(CC(=O)NCCc2ccc(Cl)cc2)c(=O)c2cccn12 | -7 | 2 | -6 | 8 | 4 | 7 | 11 | 5 |
| CN(CCCn1cnc2c(OCc3ccccc3)ncnc21)CCc1ccccn1 | nt | -4 | nt | nt | nt | -11 | 0 | -3 |
| Cc1noc(C)c1C(=O)NCCc1ccc(Cl)cc1 | -21 | -5 | -13 | 15 | -6 | -7 | -6 | 5 |
| O=C(c1cccc(Cl)c1)N(Cc1ccco1)C1CCS(=O)(=O)C1 (centres undefined) | 13 | -2 | 14 | -5 | -11 | 12 | -5 | 4 |
| CCOc1ccc(-c2c(=O)n(OCc3ccc([N+](=O)[O-])cc3)c3ccccc3[n+]2[O-])cc1 | -17 | nt | -50 | -20 | 7 | nt | nt | nt |
| O=C(NCc1cccnc1)C1CC2c3ccccc3C1c1ccccc12 (centres undefined) | 9 | -15 | -13 | 2 | -6 | 1 | -5 | -17 |
| CC1CCN(CCCOc2ccc(Br)cc2Cl)CC1 | -9 | 3 | 19 | -7 | 6 | 3 | -10 | 6 |
| Cc1c(NC(=O)OC(C)C)sc(=S)n1C | 10 | 0 | 11 | 14 | 1 | 5 | -2 | -3 |
| CS(=O)(=O)c1nc(-c2ccccc2)c(-c2ccccc2)[nH]1 | 3 | -5 | -10 | 0 | 6 | 10 | 5 | -5 |
